Screening results: PubChem BioAssay, several laboratories
INS promoter inh: TRM-6 insulin promoter activity inhibition; TRM-6 cells (human fetal islet line), insulin promoter-eGFP reporter, imaging; reporter expression induced with tamoxifen; inhibition, % at 2 µM; hit rate 0.9% among 130,000; AID 1273;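 active means inhibition above the mean plus 3 SD, with well images judged a real hit on visual review, cut at about 60% in these data, passing the limit was not always enough; inconclusive means inhibition over the cutoff but images rejected on review; inactive means inhibition not above the cutoff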
sdo1 growth: sdo1-depleted yeast growth rescue | S. cerevisiae sdo1-depleted JHY4D growth rescue, OD600 30 h; active compounds read high; pdr5 snq2 efflux-pump mutant strain | z-score at 10 µM | hit rate 0.21% among 140,000 | AID 817;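 active means z-score above 3 at both the 24 hr and the 30 hr optical density reads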;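 further: z-score against mean and SD of all compound wells on the same plate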
sdo1 growth Rescue 24 h: recorded beside sdo1 growth, whose call it bears; z-score; S. cerevisiae sdo1-depleted JHY4D growth rescue, OD600; measured here: growth rescue at 24 h;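 0 is the plate mean of compound wells and units are plate SD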
* = called active by the depositor; u = inconclusive; x = no result given; & = joins results of further samples.

SMILES	INS promoter inh	sdo1 growth	sdo1 growth Rescue 24 h
O/N=C/c1ccccc1OCc1ccccc1F	21	-1.3	-0.7
COc1ccccc1[C@@H]1C(c2cccc(C)c2)=NN(c2ccccc2)[C@H]1C(=O)N1CCOC1=O	14	0.23	0.64
CCOC(=O)c1cccc(NS(=O)(=O)c2ccc(NC(C)=O)cc2)c1	10	0.89	0.18
CSc1nncc(/C(C)=N\Nc2ccccc2C)n1	7	-0.48	1
CCn1cc(C(=O)N[C@H](C)c2ccccc2)c(=O)c2cc(F)c(N3CCN(C)CC3)cc21	-21	0.27	-0.3
O=C(NCC1COc2ccccc2O1)c1ccc(Cl)cc1 (stereo not drawn)	x	-2.4	-1.7
COc1ccc(Oc2c(-c3ccc(O)cc3O)n[nH]c2C)cc1	-25	-0.49	-0.61
O=C(O)CCCC(=O)Nc1ccc(Cl)c(Cl)c1	x	0.05	-0.47
CCCc1nc2ccccc2c(C(=O)OC(C)C(=O)NCc2ccc3c(c2)OCO3)c1CC (stereo not drawn)	-6	-0.44	-0.34
O=C(NCc1cccnc1)C1CCCN(S(=O)(=O)c2ccccc2)C1 (stereo not drawn)	19	-0.35	-0.18
CCOC(=O)c1nc(N)c(=O)n(-c2ccc(C)cc2)n1	-294	0.38	0.11
Fc1ccc(CN2CCCCCCC2)cc1F	x	0.69	0.26
O=C(N/N=C/c1cc([N+](=O)[O-])ccc1O)NC12CC3CC(CC(C3)C1)C2	-94	-0.37	-0.15
Cc1ccc(S(=O)(=O)NCC(=O)NC2CCCCCC2)cc1	-22	0.77	1.5
Cc1cc(Cl)ccc1C(=O)C1CCCN(C(=O)c2ccc3ncccc3c2)C1 (stereo not drawn)	-22	x	x
Cc1nc(CN2CCN(C(=O)NC3(c4ccccc4)CC3)CC2)cs1	38	0.3	-0.42
COCCNC(=O)C(c1ccc(OC)cc1)N(C(=O)Cn1nnc2ccccc21)c1cccnc1 (stereo not drawn)	-21	x	x
CN(C)c1ccc(C(=S)N2CCNCC2)cc1	-23	0.12	-0.33
COc1ccc(NC(=O)NS(=O)(=O)c2ccc(C)cc2)c(OC)c1	x	1.1	0.68
Oc1c(C=C2N=c3ccccc3=N2)sc(=S)n1C1CCCCC1	-37	-1.4&-0.6	-0.79&-0.65
CS(=O)(=O)N1CCN(C(=O)C(Sc2ccccc2)c2ccccc2)CC1 (stereo not drawn)	0	1.8	2
COc1ccc(CNCC(=O)Nc2sccc2C#N)cc1	6	x	x
Cc1nc(-c2ccc(NS(=O)(=O)c3ccccc3)cc2)cs1	0	x	x
CCNC(=S)N=Nc1c(O)n(Cc2ccc(Cl)cc2)c2ccccc12	23	-0.26	2.5
CN(C)CCSc1nnc2[nH]c3ccccc3c2n1	36	0.21	-0.02
Cc1nn2c(-c3ccccc3)c(-c3ccccc3)nc2[nH]c1=O	18	-0.79	-0.43
COc1cccc(NC(=O)Cn2cc3c(n2)CCCCC3)c1	x	0.12	0.3
COCON1C(=O)CN(C(C)=O)C1c1ccc(Cl)cc1Cl (stereo not drawn)	12	0.06	-0.36
CC(C)(C)c1csc(NC(=O)CSc2nc3ccccc3c(=O)[nH]2)n1	x	0.62	0.39
CCCCNC(=O)CSc1nccn1Cc1ccccc1	45	0.53	0.31
COc1cc(C=O)ccc1OCCOCCOc1ccc(Cl)cc1Cl	-177	x	x
CC(=O)c1cccc(NC(=O)COc2ccccc2)c1	16	-0.09	-0.57
O=C(CNC(=O)C(c1ccccc1)c1ccccc1)OCC(=O)c1cccs1	x	-0.19	-0.93
O=C(CSc1ccc(Cl)cc1)N1CCOCC1	33	0.7	0.49
Cc1ccc(C(=O)Cn2c(NCCO)nc3ccccc32)cc1	x	1.1	1.9
O=C(CSc1nnc(-c2cccnc2)o1)Nc1ccc(Cl)cc1	20	x	x
Cc1ccc(OCCn2nc3ccccc3n2)c(C)c1	48	-0.17	0.09
CC1CC(C)CN(CCC(=O)Nc2ccc3c(c2)CCC3)C1 (stereo not drawn)	21	x	x
COc1ccc(CCNC(=S)Nc2ccc(C)cc2C)cc1	-34	-0.39	-0.26
CCCNC(=O)c1cc(C)no1	13	0.24	-0.06
CCOC(=O)C1CCCN(CCC(=O)Nc2c(C(=O)OC)[nH]c3cc(OC)ccc23)C1 (stereo not drawn)	27	1.6	0.74
Cc1cc(C)n(-c2nc3ccccc3nc2Nc2ccc3[nH]c(=O)[nH]c3c2)n1	1	-0.62	-0.19
COc1cc(OC)cc(C(=O)Nc2ccccc2-c2nnn(CC(N)=O)n2)c1	-50	x	x
COC(=O)Cc1ccc(NC(=O)c2ccc(C)c(C)c2)cc1	0	-0.46	-0.53
COc1cc(Cl)c(C)cc1NC(=O)COC(=O)c1cc[n+]([O-])cc1	50	x	x
CCOC(=O)COc1ncn(-c2ccccc2)n1	0	0.55	0.04
Fc1ccc(Nc2nc(-c3ccncc3)nc3ccccc23)cc1F	x	-1.2	-1.1
CCCCCCCCC(=O)N/N=C/c1cccc(Br)c1	x	-0.31	0.97
CCCCC(=O)N1CCN(c2ccc(OC)cc2[N+](=O)[O-])CC1	21	-0.12	-0.38
O=C(Nc1ccc(F)cc1F)NC1CC(=O)N(Cc2ccccc2)C1 (stereo not drawn)	12	0.98	0.44
O=C(Cn1nc(C(F)(F)F)cc1C1CC1)Nc1ccccc1F	-6	-0.37	-0.26
CCOC(=O)N1CCC(NC(=O)CSCc2nc(-c3ccc(OC)c(OC)c3)oc2C)CC1	x	0.33	-0.57
O=C(c1ccc(NC2=NC3CS(=O)(=O)CC3S2)cc1)N1CCN(C(=O)c2ccco2)CC1 (stereo not drawn)	35	-0.38	-0.42
O=C(CN1C(=O)c2cccc([N+](=O)[O-])c2C1=O)N1CCN(c2ccc(F)cc2)CC1	-6	x	x
CCOC(=O)N/N=C/c1ccc(F)cc1	x	0.99	0.45
O=C1CSC(c2ccc3c(c2)OCO3)N1c1ccc(Oc2ccccc2)cc1 (stereo not drawn)	19	-1.5	-1
Cc1ccc(NC(=O)C2CCN(C(=O)NC3CCCCC3)CC2)cc1Cl	x	-0.7	-0.3
CC(=O)Nc1ccc(S(=O)(=O)NCc2ccccn2)cc1	0	0.17	-0.05
CCN(CC)c1cccc(OCC(=O)N(C)CCC#N)c1	x	1.2	1.3
COc1ccc([C@@H]2Sc3cc(OC)ccc3N(CCN(C(C)C)C(C)C)C(=O)[C@H]2OC(C)=O)cc1	-367	0.76	0.4

Following part:
SMILES	INS promoter inh	sdo1 growth	sdo1 growth Rescue 24 h
COP(=O)(CN(Cc1ccccc1)C(=S)Nc1c(C)cccc1C)OC	-7	x	x
O=C1CCNc2ccc(-c3ccccc3)cc21	-12	-1.1	-0.95
O=C(CCCN1C(=O)c2cccc3cccc(c23)C1=O)Nc1ccon1	-41	x	x
Cc1ccc(S(=O)(=O)N2CCN(c3nc(C)c4c(c3C#N)CC(C)(C)OC4)CC2)cc1	-19	-0.43	-0.6
CCOC(=O)Cc1c(Cl)c2ccccc2[nH]c1=O	-109	x	x
COc1ccc(-c2cc(=O)[nH]c(=O)[nH]2)cc1	12	0.79	0.18
COc1ccc(C2c3c(oc4ccccc4c3=O)C(=O)N2c2ccccn2)cc1 (stereo not drawn)	x	-0.95	-0.69
COc1ccc(-n2c(=O)c3ccccc3c3ccccc3c2=O)cc1	x	0.54	-0.21
O=C(NCc1cccs1)c1ccncc1	18	0.95	0.75
C=CCNc1nc2c(c(=O)n(C)c(=O)n2C)n1Cc1ccc(F)cc1	x	0.19	0.07
O=C(CNC(=S)N(CCCN1CCOCC1)Cc1cccs1)NCCN1CCOCC1	-34	1.2	1.3
CCNC(=O)CC1C(=O)N(c2ccccc2)C(=O)N1Cc1ccc(OC)cc1 (stereo not drawn)	-78	0.37	-0.14
O=C(CCNS(=O)(=O)c1ccc(Br)cc1)NCc1cccs1	-150	x	x
COc1cccc(-c2cc(C(F)(F)F)n3ncc(C(=O)NCC4CCCO4)c3n2)c1 (stereo not drawn)	36	-0.83	-0.9
COC(=O)Cn1c(=NC(=O)c2nc3ccccc3s2)sc2cc(S(N)(=O)=O)ccc21	-4	-0.63	-0.19
CC(=O)c1cc(F)c(N2CCN(C(=O)C(C)(C)C)CC2)cc1C	31	-0.46	-0.44
CCN(CC)CCN(C(=O)c1cccc(N2C(=O)CCC2=O)c1)c1nc2cc3c(cc2s1)OCO3	33	x	x
C=CCn1cccc(C(=O)Nc2ccc(OCC)cc2)c1=O	56	x	x
CCC(C)C(NC(=O)OC(C)(C)C)C(=O)NCc1ccco1 (stereo not drawn)	x	0.08	-0.04
O=C(/C=C/c1ccccc1)NC(=S)NNC(=O)c1ccco1	32	-0.72	-1.2
CN(C)C(=O)CSc1nc(-c2ccccc2)nc2c1CCCC2	-167	-0.25	0.01
COc1ccc(CNC(=O)COC(=O)c2cnccn2)cc1	29	0.54	-0.06
O=C(NCc1cccnc1)Nc1ccc(F)cc1F	-257	0.29	-0.27
COc1ccc(S(=O)(=O)N2CCC(C(=O)c3ccc4c(c3)OCCO4)CC2)cc1	-34	-2.2	-0.95
O=C(Nc1ccc(N2CCOCC2)cc1)c1cccnc1	3	0.87	0.63
Cc1cccc(-n2c(Cc3ccccc3)n[nH]c2=S)c1	5	x	x
Cc1csc(NC(=O)CSc2ccc3nnc(CCNS(=O)(=O)c4ccccc4)n3n2)n1	x	0.15	0.26
CC1(C(=O)NC2CCCC2)CCC(=O)N1CCC1=CCCCC1 (stereo not drawn)	18	0.88	1
Cc1cc(=O)[nH]c(SCC(=O)Nc2nnc(CC(C)C)s2)n1	u	0.18	-0.28
O=C(O)CCSc1ccc2ccccc2n1	-64&21	0.4&0.27	-0.13&0.03
O=C(COc1ccc(F)cc1)N1c2ccccc2CCc2ccccc21	x	-0.93	-0.66
CCOC(=O)C1CCCN(C(=O)c2cc3nc(-c4cccc(OC)c4)cc(C(F)(F)F)n3n2)C1 (stereo not drawn)	x	-0.23	-0.58
O=C(N/N=C/c1ccccc1Cl)c1[nH]c2ccc(Br)cc2c1-c1ccccc1	x	0.03	0.24
COc1ccc2c3c(cccc13)C(=O)N(O)C2=O	-14	-0.56	-0.24
Cc1cc(C)c2c(-n3cccc3)c(C(=O)NNS(=O)(=O)c3ccc(F)cc3)sc2n1	8	-1.1	-1.2
CC1(C(=O)NC(=S)N(CCC#N)Cc2cccnc2)CC1(Cl)Cl (stereo not drawn)	4	x	x
COc1ccc(NS(=O)(=O)c2ccc(-n3nnc4ccccc43)c([N+](=O)[O-])c2)cc1	-39	-0.25	0.25
COc1ccc2[nH]c(C)c(C(=O)CN(C)C)c2c1	-59	-0.38	-0.05
CCN1C(=O)/C(=C/c2cnn(CC)c2C)SC1=S	-38	-0.32	-0.31
O=C(CCCC(=O)N(CC(=O)NC1CCCCC1)Cc1ccc2c(c1)OCO2)Nc1ccccn1	-63	1.5	1.6

An excerpt of these results, as labelled records.
> COc1ccc(CNC(=O)COC(=O)c2cnccn2)cc1
- INS promoter inh: 29
- sdo1 growth: 0.54
- sdo1 growth Rescue 24 h: -0.06

> O=C(NCc1cccnc1)Nc1ccc(F)cc1F
- INS promoter inh: -257
- sdo1 growth: 0.29
- sdo1 growth Rescue 24 h: -0.27

Remaining list, next part
SMILES	INS promoter inh	sdo1 growth	sdo1 growth Rescue 24 h
CCOC(=O)c1ccc2c(c1)nc(C)n2CC	14	0.81	1.3
Cc1cn(C(=O)c2ccccc2)c(=S)n1-c1ccc(Br)cc1	24	-1.7	-0.62
CNCc1c(C)nn(-c2ccccc2)c1C	50	x	x
Cn1c(-c2ccccc2)cnc1SCC(N)=O	-39	0.89	0.63
O=C(COC(=O)c1ccc(NS(=O)(=O)c2ccc3c(c2)OCCO3)cc1)NCC1CCCO1 (stereo not drawn)	8	0.41	0.08
CCN1CCN(Cc2c(O)ccc3c2O/C(=C\C=C\c2ccccc2)C3=O)CC1	0	0.57	1
CCOC(=O)c1cc[nH]c1C	39	x	x
COc1ccc(CCN2CC(C(=O)O)CC2=O)cc1OC (stereo not drawn)	13	0.64	0.24
CCc1ccc2oc(-c3cc(N)ccc3O)nc2c1	3	-2	-1.1
N#Cc1c2c(c(NCCOCCO)n3c1nc1ccccc13)CCCC2	9	x	x
CC(C)C(=O)Nc1cccc(NC(=O)c2cccnc2)c1	-61	-0.02	0.06
O=C1CC(NN2CCCCC2)C(=O)N1c1ccccc1 (stereo not drawn)	3	x	x
CC(C)c1ccccc1NC(=O)COC(=O)C1(C)CC1(Cl)Cl (stereo not drawn)	14	x	x
O=C(COc1ccccc1)Nc1ccccc1Cl	-20	x	x

Grouped by structure, the entries above containing an NH in an aromatic ring.
SMILES	INS promoter inh	sdo1 growth	sdo1 growth Rescue 24 h
COc1ccc(Oc2c(-c3ccc(O)cc3O)n[nH]c2C)cc1	-25	-0.49	-0.61
CN(C)CCSc1nnc2[nH]c3ccccc3c2n1	36	0.21	-0.02
Cc1nn2c(-c3ccccc3)c(-c3ccccc3)nc2[nH]c1=O	18	-0.79	-0.43
CC(C)(C)c1csc(NC(=O)CSc2nc3ccccc3c(=O)[nH]2)n1	x	0.62	0.39
CCOC(=O)C1CCCN(CCC(=O)Nc2c(C(=O)OC)[nH]c3cc(OC)ccc23)C1 (stereo not drawn)	27	1.6	0.74
Cc1cc(C)n(-c2nc3ccccc3nc2Nc2ccc3[nH]c(=O)[nH]c3c2)n1	1	-0.62	-0.19
CCOC(=O)Cc1c(Cl)c2ccccc2[nH]c1=O	-109	x	x
COc1ccc(-c2cc(=O)[nH]c(=O)[nH]2)cc1	12	0.79	0.18
Cc1cccc(-n2c(Cc3ccccc3)n[nH]c2=S)c1	5	x	x
Cc1cc(=O)[nH]c(SCC(=O)Nc2nnc(CC(C)C)s2)n1	u	0.18	-0.28
O=C(N/N=C/c1ccccc1Cl)c1[nH]c2ccc(Br)cc2c1-c1ccccc1	x	0.03	0.24
COc1ccc2[nH]c(C)c(C(=O)CN(C)C)c2c1	-59	-0.38	-0.05
CCOC(=O)c1cc[nH]c1C	39	x	x

Not all compounds are listed (hit frequency here may not be typical).
